From PubChem BioAssay
K1F lysis inhibition = inhibition of K1F phage lysis, E. coli UTI89, bacterial capsule biogenesis inhibitors, alamar blue (AID 488966); E. coli UTI89 K1F phage lysis, alamar blue, 2 h; higher % means a stronger effect; inhibition, % at 100 µM; hits with a dose series show IC50 in µM; 340,000 tested, 0.02% active;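 active = phage lysis inhibition, versus mean bacterial control, above a set limit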;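 note: capsule biogenesis inhibitors block K1F phage lysis so surviving cells raise fluorescence; higher fluorescence means more inhibition of phage lysis; actives were called in the ten point dose series up to 300 µM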
SIAH1 antagonists = Siah-1 peptide-binding antagonists, primary screen, biochemical, fluorescence polarization, rhodamine-plectin, uHTS (AID 1817); Siah-1 / rhodamine-plectin peptide fluorescence polarization; higher % means a stronger effect; one-dose displacement, % at 20 µM; IC50 in µM for titrated hits; 290,000 tested, 0.02% active;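 active = displacement of at least 50% at 20 µM, with a fluorescence ratio check between 0.3 and a set limit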;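 note: plate controls were Siah plus tracer with DMSO for no effect and tracer alone without Siah for full effect; strong numbers were not always called active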
NS5 inhibitors = Dengue-2 NS5 methyltransferase inhibitors, primary screen, biochemical, confirmation dose response (AID 588689); Genome polyprotein (Dengue virus type 2 (strain 16681-PDK53)); Dengue-2 NS5 methyltransferase capping enzyme assay, biochemical; higher % means a stronger effect; one-dose inhibition, % at 25 µM; IC50 in µM for titrated hits; 340,000 tested, 0.3% active; in the data active = a potency from the dose series
GPR55 activation = GPR55 agonists via beta-arrestin recruitment, primary screen, imaging, U2OS cells, beta-arrestin-GFP redistribution (AID 1961); U2OS GPR55 beta-arrestin-GFP redistribution imaging; higher % means a stronger effect; activation, % at 10 µM, or EC50 in µM where a hit was titrated; 290,000 tested, 0.048% active; G-protein coupled receptor 55 (Homo sapiens);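 active = activation above 40% with more than 50 cells counted in the well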;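 note: U2OS osteosarcoma cells stably expressing GPR55 and beta-arrestin-GFP; plate controls were DMSO negative control for no effect and LPI positive control for full effect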
GPR55 LPI antagonism = GPR55 antagonists blocking LPI-driven arrestin recruitment, primary screen, imaging, U2OS, beta-arrestin-GFP, LPI agonist (AID 2013) | U2OS GPR55 beta-arrestin-GFP translocation imaging, LPI antagonism; higher % means a stronger effect | G-protein coupled receptor 55 (Homo sapiens) | one-dose inhibition, % at 10 µM; IC50 in µM for titrated hits | 290,000 tested, 0.13% active;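 active = spots per cell inhibited over 60%, with over 100 cells counted and total cytoplasm intensity under 500,000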;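 note: U2OS cells stably carrying GPR55 and arrestin-GFP stimulated by 5 µM LPI near EC80; imaged beta-arrestin-GFP aggregate spots per cell after agonist stimulation; plate controls were LPI-stimulated DMSO wells for no effect and DMSO wells without LPI for full effect; some results filed as inactive read as strong as hits; confirmed hits need IC50 under 10 µM and bright autofluorescent wells are also inconclusive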
AID2073 = inhibitors of Mint1-CaV2.2 protein interaction, biochemical, HTRF (AID 2073). HTRF protein-protein interaction, Mint1-CaV2.2; higher % means a stronger effect. inhibition, % at 20 µM, or IC50 in µM where a hit was titrated. 290,000 tested, 0.19% active; in the data active = inhibition mostly above about 51%, no sharp cut-off; note: some results filed as inactive read as strong as hits
NTR1 ag = agonists of NTR1, primary screen, imaging, U2OS cells, beta-arrestin-GFP, high content (AID 493036); activation, % at 20 µM; 330,000 tested, 0.17% active; NTR1-U2OS beta-arrestin-GFP spot imaging, agonist mode;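 active = activation at or above 40% of the spot to cytoplasm intensity ratio, with at least 20 cells analyzed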;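 note: 0% = DMSO without peptide and 100% = 100 nM NTR1 peptide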
Target sequence (P30989 whole entry, looked up): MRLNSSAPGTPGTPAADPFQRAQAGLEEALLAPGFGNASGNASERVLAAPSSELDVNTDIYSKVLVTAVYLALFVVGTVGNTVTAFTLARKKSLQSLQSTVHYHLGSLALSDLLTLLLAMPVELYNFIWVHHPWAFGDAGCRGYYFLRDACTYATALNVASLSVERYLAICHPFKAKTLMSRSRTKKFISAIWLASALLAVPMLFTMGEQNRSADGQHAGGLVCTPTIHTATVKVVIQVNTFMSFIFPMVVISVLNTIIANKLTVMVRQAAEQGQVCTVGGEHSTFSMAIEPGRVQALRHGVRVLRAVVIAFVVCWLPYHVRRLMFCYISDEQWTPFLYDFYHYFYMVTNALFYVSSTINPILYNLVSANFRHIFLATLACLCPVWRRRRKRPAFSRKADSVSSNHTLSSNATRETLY
GPR35 arrestin U2OS = GPR35 antagonists blocking zaprinast-driven arrestin recruitment, primary screen, imaging, U2OS, beta-arrestin-GFP, zaprinast agonist (AID 2058) | 290,000 tested, 0.052% active | U2OS GPR35 beta-arrestin-GFP translocation imaging, zaprinast antagonism; higher % means a stronger effect | G-protein coupled receptor 35 (Homo sapiens) | inhibition, % at 10 µM, or IC50 in µM where a hit was titrated;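 active = inhibition of at least 50% with at least 30 cells and total cytoplasm GFP at most 10,000,000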
HIV peptide binding = inhibitors of HIV fusion peptide binding, primary screen, biochemical, uHTS, fluorescence dequenching (AID 1986); cell-free peptide binding, fluorescence dequenching, 30 min; higher % means a stronger effect; one-dose inhibition, % at 20 µM; IC50 in µM for titrated hits; 290,000 tested, 0.3% active; in the data active = inhibition mostly above about 52%, no sharp cut-off; inactive = mostly below about 76%; note: some results filed as inactive read as strong as hits
NTR1 ag cell count 20 µM = also measured in NTR1 ag; calls as there; cell count; measured here: cell count, cytotoxicity flag
NS5 inhibitors pilot replicate = further read-out of NS5 inhibitors, marked with its call; inhibition, %; measured here: pilot screen replicate inhibition
* hit, by the source's call; x = not tested or not shown; [ ] = another dose, or the depositor's remark.

SMILES | K1F lysis inhibition | SIAH1 antagonists | NS5 inhibitors | GPR55 activation | GPR55 LPI antagonism | AID2073 | NTR1 ag | NTR1 ag cell count 20 µM | GPR35 arrestin U2OS | HIV peptide binding | others
Cc1cc(C)nc(-n2nc(C)cc2NC(=O)CNC(C)c2ccccc2)n1 (configuration not stated) | -0.1% | -2.6% | -10.2% | -0.1% | -5.7% | -3.4% | -0.6 | 88 | 6.5% | -2.7%
Cc1ccc(C2(O)C(=O)c3ccccc3C2=O)c(O)c1C | 0.1% | 0.1% | 6.1% | 0.5% | -8.1% | 7.3% | -1.9 | 61 | -8.6% | 2.1%
Cc1ccc(-n2nc3ccc(N)cc3n2)cc1 | 2.7% | 1.3% | 2.4% | -0.1% | -0.5% | 49.6% | -2.5 | 67 | -14.8% | 8.3%
CCCCCC(=O)NC(=S)Nc1ccc(Cl)cn1 | -0.2% | 1.5% | -3.6% | -0.2% | 6.8% | -1.7% | 1.6 | 91 | -13.1% | 4.6%
O/N=C/c1ccccc1OCc1ccccc1Cl | 0.4% | -0.3% | -4.5% | -0.1% | 2.8% | -8.0% | -0.1 | 53 | 11.7% | -1.0%
Cc1ccccc1N(CC(=O)NCCc1ccccc1)C(=O)CCC(=O)Nc1ccccn1 | 0.0% | 0.2% | -6.7% | -0.2% | -1.0% | -2.0% | -0.6 | 55 | 1.8% | -0.6%
Cc1ccc(OCC(=O)Nc2ccncc2)c(C)c1 | 0.5% | 9.6% | 0.0% | -0.1% | 12.3% | -0.8% | 0.8 | 64 | 7.5% | -0.8%
CCOc1ccc(NC(=O)CSc2nnc(CCNC(=O)c3ccc(OC)cc3)n2C)cc1 | 4.1% | 1.5% | 14.7% | -0.1% | -18.3% | -5.9% | 1.7 | 36 | 7.0% | -0.2%
CCn1nc(C(=O)Nc2ccc(S(=O)(=O)Nc3nccs3)cc2)c2ccccc2c1=O | -0.4% | -4.0% | -13.2% | -0.1% | 2.9% | 12.4% | -1.7 | 60 | 4.2% | 11.2%
O=C(NN1C(=O)c2ccccc2NC1c1cccnc1)c1ccc([N+](=O)[O-])cc1 (configuration not stated) | 0.6% | 6.2% | -2.3% | 0.8% | 5.0% | 3.9% | 0.0 | 54 | 4.0% | 2.8%
CC(C)(C)c1ccc(S(=O)(=O)NCC2CCCO2)cc1 (configuration not stated) | -0.1% | 8.2% | -14.3% | -0.3% | 9.5% | 4.4% | 2.4 | 63 | -13.6% | 0.9%
CCc1cc(CNC(=O)C2CCC(=O)N(Cc3ccc(Cl)cc3)C2)on1 (configuration not stated) | 0.3% | 8.0% | 0.9% | -0.2% | 4.6% | 7.2% | 0.2 | 66 | 12.1% | 0.9%
CCOc1ccc(CCNC(=O)C2CC(=O)N(C3CCCC3)C2)cc1OCC (configuration not stated) | 0.0% | 2.1% | 2.8% | -0.1% | 2.0% | 8.4% | 0.3 | 51 | -3.4% | 1.7%
Cc1nc(SCC(=O)Nc2cccc(Cl)c2)n[nH]1 | 0.7% | -0.1% | -2.1% | 0.2% | -7.8% | -12.5% | 0.4 | 48 | 3.7% | 0.4%
COc1cc(OC)cc(C(=O)NCC(=O)OCC(=O)c2cc(C)n(Cc3ccco3)c2C)c1 | 0.1% | 18.4% | -1.3% | 0.1% | -10.4% | 41.0% | 4.2 | 53 | -10.4% | 23.0%
N=C1SC(c2ccccc2)C(=O)N1c1ncc(Cc2ccccc2)s1 (configuration not stated) | 0.7% | -1.7% | -3.6% | -0.1% | 6.4% | 24.4% | -0.1 | 48 | -2.4% | 57.3%
NC(=NCc1ccco1)NC(=O)c1ccc(Cl)cc1 | 0.3% | 13.0% | -12.5% | -0.2% | -1.0% | 18.4% | 0.5 | 60 | 13.9% | 1.0%
O=C(NCc1cccs1)C1CCCN1C(=O)Nc1cccc(Cl)c1 (configuration not stated) | 0.0% | 6.6% | -5.2% | 0.0% | -7.4% | 6.7% | -0.1 | 52 | 16.6% | 0.0%
CCc1ccc(N(CC(=O)NCc2cccnc2)S(=O)(=O)c2ccccc2)cc1 | 1.5% | -2.6% | -1.6% | 0.0% | -9.3% | 7.4% | -0.7 | 59 | 4.9% | -1.1%
CCOC(=O)N1CCC(NC(=O)c2cc3cc4cc(OC)ccc4nc3o2)CC1 | -1.4% | 3.9% | 6.4% | 0.0% | 6.9% | 32.1% | 2.9 | 60 | 21.2% | 1.7%
CCCCC(C(=O)NC(C)(C)C)N(Cc1ccccc1Cl)C(=O)c1snc(C(N)=O)c1N (configuration not stated) | -0.2% | -6.1% | -3.3% | -0.1% | 2.8% | 7.3% | 10.3 | 97 | -0.7% | 0.1%
COc1ccc2c(c1)CCN(C(=O)CCl)C2C1C(=O)CCCC1=O (configuration not stated) | -0.1% | 1.4% | -4.5% | -0.3% | -10.4% | 7.3% | 1.1 | 86 | 3.1% | 4.2%
Cc1noc(C)c1-c1nc(CS(=O)(=O)c2ccc(Cl)cc2)no1 | -0.4% | 0.5% | -9.2% | -0.2% | 0.5% | 5.7% | -0.4 | 54 | 11.5% | -1.2%
O=C(NCCCN1CCCCCC1)c1ccc(CS(=O)(=O)Cc2ccccc2F)o1 | 4.0% | -3.7% | -8.2% | 0.0% | 14.7% | -6.9% | x | x | -12.7% | -2.9%

4 successive records out of the list so far, quoted:
SMILES | K1F lysis inhibition | SIAH1 antagonists | NS5 inhibitors | GPR55 activation | GPR55 LPI antagonism | AID2073 | NTR1 ag | NTR1 ag cell count 20 µM | GPR35 arrestin U2OS | HIV peptide binding | others
CCCCC(C(=O)NC(C)(C)C)N(Cc1ccccc1Cl)C(=O)c1snc(C(N)=O)c1N (configuration not stated) | -0.2% | -6.1% | -3.3% | -0.1% | 2.8% | 7.3% | 10.3 | 97 | -0.7% | 0.1%
COc1ccc2c(c1)CCN(C(=O)CCl)C2C1C(=O)CCCC1=O (configuration not stated) | -0.1% | 1.4% | -4.5% | -0.3% | -10.4% | 7.3% | 1.1 | 86 | 3.1% | 4.2%
Cc1noc(C)c1-c1nc(CS(=O)(=O)c2ccc(Cl)cc2)no1 | -0.4% | 0.5% | -9.2% | -0.2% | 0.5% | 5.7% | -0.4 | 54 | 11.5% | -1.2%
O=C(NCCCN1CCCCCC1)c1ccc(CS(=O)(=O)Cc2ccccc2F)o1 | 4.0% | -3.7% | -8.2% | 0.0% | 14.7% | -6.9% | x | x | -12.7% | -2.9%

More results follow:
SMILES | K1F lysis inhibition | SIAH1 antagonists | NS5 inhibitors | GPR55 activation | GPR55 LPI antagonism | AID2073 | NTR1 ag | NTR1 ag cell count 20 µM | GPR35 arrestin U2OS | HIV peptide binding | others
CC(/C=C/c1ccccc1)=N/O | 6.7% | 1.2% | -2.5% | 0.2% | 7.5% | 1.9% | 0.9 | 99 | 9.6% | 23.9%
O=c1cc(-c2ccccc2)nc(N2CCN(Cc3ccccc3)CC2)[nH]1 | 4.3%[50 µM] | -3.9% | -2.8% | 1.1% | 8.5% | -10.3% | 1.8 | 52 | -5.3% | -0.8%
Cc1cccc(C)c1OC1(c2ccccc2)OC(=O)c2ccccc21 (configuration not stated) | -0.9% | -6.3% | 2.4% | -0.1% | 36.4% | 5.1% | 7.2 | 59 | -1.5% | 1.0%
CC(CCC(=O)O)C1CC[C@H]2C3CCC4CC(=O)CCC4(C)[C@H]3CC(=O)C12C (some centres not stated) | 0.3% | 0.3% | -7.2% | 0.4% | -5.3% | 10.0% | -0.9 | 38 | 7.6% | -1.2%
Cc1c(C2(O)C(=O)Nc3ccc(F)cc32)c(=O)n(-c2ccccc2)n1C (configuration not stated) | 0.2% | 1.6% | 2.3% | 0.0% | 8.7% | 0.2% | 0.1 | 87 | -4.9% | -0.4%
CCC(CC)NC(=O)C1CC(=O)N(CCc2ccc(F)cc2)C1 (configuration not stated) | 0.0% | 1.1% | -2.0% | 0.3% | -2.0% | -8.7% | 0.7 | 49 | -13.4% | 1.4% | NS5 inhibitors pilot replicate=1.2
N=c1n(CC(=O)c2cccs2)c2ccccc2n1Cc1ccccc1 | 0.3% | -2.5% | 4.7% | -0.1% | 8.3% | -5.0% | 2.4 | 49 | 16.2% | -1.0%
CC(C)CN1CCN(Cc2cccc3ncccc23)CC1CCO (configuration not stated) | 0.3% | 4.7% | 1.5% | -0.1% | 2.6% | 1.3% | 1.8 | 63 | 10.7% | 2.2%
Cc1[nH]c2ccccc2c1C(=O)CN1CCCC(C)C1 (configuration not stated) | 0.0% | -3.9% | -5.9% | 0.4% | 2.5% | 7.7% | -0.5 | 77 | 11.3% | -0.6%
Cc1ccc(NC(=O)C(Cc2ccccc2)n2cccc2)cc1 (configuration not stated) | 0.2% | 3.4% | 3.5% | 0.0% | 7.7% | -5.7% | 3.4 | 58 | 13.3% | -0.1%
O=C(c1cc(Cl)c(=O)n(Cc2ccc(Cl)cc2)c1)N1CCOCC1 | 0.4% | 2.4% | -4.8% | -0.1% | 13.9% | 8.9% | -0.3 | 86 | 9.9% | -1.4%
COc1ccc(-c2cc(C(=O)NC3=NCCS3)c3ccccc3n2)cc1OC | -1.4% | 14.8% | -4.4% | -0.2% | 24.9% | 8.1% | 1.2 | 102 | -10.4% | 0.5%
Cc1cc(=O)oc2cc(OC(=O)CCN3C(=O)c4ccccc4C3=O)ccc12 | -1.0% | -7.3% | -1.6% | 0.0% | -5.3% | 18.4% | 0.3 | 78 | 6.5% | -0.1%
CC(=O)c1cc(C(=O)Nc2ccc(C(=O)O)cc2)oc1C | 0.6% | -0.2% | -10.2% | -0.1% | 10.4% | -4.9% | -1.3 | 86 | -5.6% | 2.3%
COc1cccc(/C=N/NC(=O)N/N=C/c2cccc(OC)c2O)c1O | 0.4% | -7.1% | 2.9% | -0.2% | -1.4% | 2.1% | 1.7 | 80 | -6.4% | 0.4%
CCOc1cc(C2c3c(n[nH]c3C)C(=O)N2c2ccc(C)cc2)ccc1O (configuration not stated) | 0.5% | 1.0% | -2.1% | -0.1% | -7.1% | -4.2% | -0.8 | 86 | -9.9% | -0.5% | NS5 inhibitors pilot replicate=1.8
CCCSc1ncnc2sc(C)c(C)c12 | 0.7% | 16.7% | -8.7% | -0.1% | 3.7% | 6.4% | 3.1 | 44 | -0.7% | -0.5%
COc1cc(C(c2c(C)[nH][nH]c2=O)c2c(C)[nH][nH]c2=O)ccc1OS(=O)(=O)c1ccc(C)cc1 | -0.3% | 0.2% | -11.3% | -0.1% | 6.1% | 6.3% | 0.4 | 79 | 4.4% | 0.5%

Rows were taken by chance; any-hit rate near 1.2%.
